UHRF1 MBD2 ctr – UHRF1 methylated DNA binding inhibitors, primary screen, counter-screen for MBD2 inhibitor project, biochemical, TR-FRET, human UHRF1, single concentration | E3 ubiquitin-protein ligase UHRF1 (Homo sapiens), Q96T88 | UHRF1 binding to methylated oligo | inhibition, % at 4.4 µM | 370,000 compounds, 0.75% hits | AID 687016, 2013; in the data active = inhibition above about 21%;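 also: UHRF1 SRA domain binding a hemimethylated CpG hairpin DNA probe; 0% = median of test compound wells and 100% = reference inhibitor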
Target sequence (Q96T88 whole entry, looked up, the tested form may be a part): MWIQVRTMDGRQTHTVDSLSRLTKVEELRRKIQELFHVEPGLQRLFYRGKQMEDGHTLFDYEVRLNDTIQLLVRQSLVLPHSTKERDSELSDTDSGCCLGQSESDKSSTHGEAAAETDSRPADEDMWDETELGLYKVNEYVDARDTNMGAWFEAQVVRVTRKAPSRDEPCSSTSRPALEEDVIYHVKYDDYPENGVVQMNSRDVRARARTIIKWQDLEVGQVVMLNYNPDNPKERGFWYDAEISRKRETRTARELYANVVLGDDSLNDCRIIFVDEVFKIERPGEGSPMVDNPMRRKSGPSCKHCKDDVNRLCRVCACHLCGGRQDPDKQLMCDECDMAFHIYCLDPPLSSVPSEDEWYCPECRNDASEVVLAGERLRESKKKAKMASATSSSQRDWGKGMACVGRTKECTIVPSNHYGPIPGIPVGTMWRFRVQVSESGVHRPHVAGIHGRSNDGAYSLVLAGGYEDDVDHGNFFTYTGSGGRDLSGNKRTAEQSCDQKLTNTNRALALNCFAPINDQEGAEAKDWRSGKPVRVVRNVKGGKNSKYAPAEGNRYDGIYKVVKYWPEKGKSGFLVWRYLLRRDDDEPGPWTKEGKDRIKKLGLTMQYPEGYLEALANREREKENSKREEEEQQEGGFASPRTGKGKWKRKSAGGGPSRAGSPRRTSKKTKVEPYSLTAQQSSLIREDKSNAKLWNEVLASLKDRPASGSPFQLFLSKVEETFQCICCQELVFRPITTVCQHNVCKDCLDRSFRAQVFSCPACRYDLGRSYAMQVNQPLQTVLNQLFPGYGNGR
Rev-erbA mod – modulators of Rev-erb alpha DNA binding, primary screen, biochemical, FITC-DNA, fluorescence polarization, uHTS | Rev-erbα–FITC-DNA binding, 90 min | activity, % at 10 µM | Nuclear receptor subfamily 1 group D member 1 (Homo sapiens), P20393 | 370,000 compounds, 0.79% hits;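 active = activity above about 14%, limit read from the data; passing the limit was not always enough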;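 also: 0% = DMSO wells with 35 nM protein and 100% = DMSO wells with 750 nM protein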
HTRA1 inh – HTRA1 serine protease inhibitors, primary screen, biochemical, fluorescence polarization, HTS | Q92743 | inhibition, % at 5.96 µM | AID 504803, 2011 | 340,000 compounds, 0.5% hits | recombinant HTRA1, FP-rhodamine activity-based probe; in the data active = inhibition above about 36%;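 also: 0% = enzyme with DMSO and 100% = wells lacking enzyme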
PG9 Ab binder – binders of HIV-1 gp120 antibody PG9, primary screen, biochemical, TR-FRET; 360,000 compounds, 0.43% hits; AID 624416, 2012; inhibition, % at 6.7 µM; TR-FRET gp120-PG9 antibody binding; HIV-1 gp120 / PG9 antibody interaction; in the data active = inhibition above about 8.5%
PRMT1 inh – PRMT1 methyltransferase inhibitors, primary screen, biochemical, fluorescence polarization. AID 652257, 2013. 370,000 compounds, 1.3% hits. Protein arginine N-methyltransferase 1 (Homo sapiens), Q99873. recombinant PRMT1, activity-based probe fluorescence polarization. inhibition, % at 2.79 µM;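 active = inhibition above about 21% made by adding two undisclosed values, limit read from the data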
ABHD4 inh – ABHD4 inhibitors, primary screen, biochemical, fluorescence polarization, mouse. (Lyso)-N-acylphosphatidylethanolamine lipase (Mus musculus), Q8VD66. purified mABHD4, FP-Rh probe fluorescence polarization. inhibition, % at 8.92 µM. 370,000 compounds, 0.54% hits. AID 720543, 2013;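 active = inhibition exceeding the mean over every tested compound plus 3 SD, cut at about 30% in these data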;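 also: 0% = plate median of compound wells and 100% = S159A mutant with DMSO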
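System: mouse ABHD4 enzyme, wild type / Medium: HEPES pH 7.0, NaCl, Pluronic buffer / Reagent: FP-Rh activity-based fluorescent probe / Control set: S159A mutant high control, sample median low control / Detection: fluorescence polarization with parallel and perpendicular emission, 525/598 nm / Schedule: 45 min + 60 min at 25 °C / Compound dosing: 8.92 µM, single dose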
MBD2 DNA inh – inhibitors of MBD2 binding to methylated DNA, primary screen, biochemical, TR-FRET, DNA-binding domain, human | MBD2 binding to methylated oligonucleotide | inhibition, % at 4.4 µM | 370,000 compounds, 0.31% hits | Methyl-CpG-binding domain protein 2 (Homo sapiens), Q9UBB5; in the data active = inhibition above about 13%
rCAG binder – binders of r(CAG) RNA repeats, primary screen, biochemical, fluorescence; r(CAG) RNA repeat, TO-PRO-1 dye displacement fluorescence; inhibition, % at 3 µM; 370,000 compounds, 1.3% hits;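 active = inhibition above the plate cutoff, the mean of all test compounds on that plate plus 3 SD, cut at about 35% in these data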;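 also: 0% = DMSO alone and 100% = 100 µM mitoxantrone as full dye displacement; higher means more dye released from RNA so lower well fluorescence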
LEDGF integ inh – blockers of LEDGF/p75-dependent integrase strand transfer – biochemical, TR-FRET, high throughput, primary screen; HIV-1 integrase (with human LEDGF/p75); TR-FRET IN-LEDGF/p75 DNA integration, Eu/Cy5; inhibition, % at 3.7 µM; 370,000 compounds, 0.64% hits; AID 743269, 2014;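 active = inhibition above the screen-wide mean plus 3 SD, cut at about 13% in these data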;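 also: signal is the Cy5 over europium emission ratio at 671 and 618 nm; 0% = plate median of compound wells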
TCR-CD3 inh – inhibitors of human TCR-CD3 interaction, primary screen, biochemical, fluorescence, TAMRA-labeled TCR probe. T-cell receptor (TCR). inhibition, % at 9.4 µM. 360,000 compounds, 0.37% hits; in the data active = inhibition above about 19%;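 also: recombinant mutant TCR 2C K166C tagged with TAMRA read by polarization; 0% = receptor in buffer alone and 100% = receptor with positive control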
Starred values were filed as active, the others as inactive; & = joins results of further samples. Not all compounds are listed. The share of hits here may be higher or lower than overall.

For O=c1[nH]c(C2CCCN(S(=O)(=O)c3ccccc3)C2)nc2c1nnn2Cc1ccccc1 (stereo not given) the results were UHRF1 MBD2 ctr -1, Rev-erbA mod -8, HTRA1 inh -17, PG9 Ab binder 2.7, PRMT1 inh 1, ABHD4 inh 5, MBD2 DNA inh -3, rCAG binder 13, LEDGF integ inh -4 and TCR-CD3 inh 5.
For NC(=S)N/N=C/c1ccc(-c2cc(Cl)cc(Cl)c2)o1 the results were UHRF1 MBD2 ctr -9, Rev-erbA mod -2, HTRA1 inh -27, PG9 Ab binder 0.4, PRMT1 inh 7, ABHD4 inh 5, MBD2 DNA inh -5, rCAG binder 24, LEDGF integ inh 2 and TCR-CD3 inh 1.
`CC(=O)Nc1c(C(=O)O)oc2ccccc12` gave UHRF1 MBD2 ctr 0, Rev-erbA mod 3, HTRA1 inh 1, PG9 Ab binder -0.8, PRMT1 inh 2, ABHD4 inh -3, MBD2 DNA inh -1, rCAG binder -2, LEDGF integ inh 2 and TCR-CD3 inh 10.
`Cc1onc(-c2ccccc2)c1C(=O)N/N=C/c1c[nH]c2ccccc12` gave UHRF1 MBD2 ctr -4, Rev-erbA mod 3, HTRA1 inh 7, PG9 Ab binder -1.9, PRMT1 inh 1, ABHD4 inh 5, MBD2 DNA inh -5, rCAG binder 3, LEDGF integ inh 8 and TCR-CD3 inh 10.
CCC(=O)N(c1ccc(F)cc1)C1C=CS(=O)(=O)C1 (stereo not given) was read as UHRF1 MBD2 ctr 3, Rev-erbA mod 0, HTRA1 inh 1, PG9 Ab binder -2.6, PRMT1 inh 3, ABHD4 inh -3, MBD2 DNA inh 2, rCAG binder 3, LEDGF integ inh 0 and TCR-CD3 inh -2.
`CCC(CC)NC(=O)c1oc2ccccc2c1COc1ccccc1` gave UHRF1 MBD2 ctr 2, Rev-erbA mod -6, HTRA1 inh -28, PG9 Ab binder 0.1, PRMT1 inh -1, ABHD4 inh -10, MBD2 DNA inh 2, rCAG binder 0, LEDGF integ inh 1 and TCR-CD3 inh -1.
`CC(CCCC(C)(C)O)NC(=O)c1ccc(OC2CCN(C(=O)C3CC3)CC2)cc1` (stereo not given) gave UHRF1 MBD2 ctr 0, Rev-erbA mod 2, HTRA1 inh 8, PG9 Ab binder -2.0, PRMT1 inh -2, ABHD4 inh -2, MBD2 DNA inh 0, rCAG binder -10, LEDGF integ inh 5 and TCR-CD3 inh 3.
Screening COc1cc2c(cc1OC)-c1cc3ccc(OC)c(OC)c3c[n+]1CC2 returned UHRF1 MBD2 ctr -17, Rev-erbA mod 13, HTRA1 inh -3, PG9 Ab binder -6.2, PRMT1 inh -2, ABHD4 inh 2, MBD2 DNA inh -14, rCAG binder 6, LEDGF integ inh -3 and TCR-CD3 inh 6.
Screening O=C(Oc1ccc(-c2nnco2)cc1)c1cc(S(=O)(=O)N2CCOCC2)ccc1F returned UHRF1 MBD2 ctr -1, Rev-erbA mod 2, HTRA1 inh -2, PG9 Ab binder -1.6, PRMT1 inh -2, ABHD4 inh 2, MBD2 DNA inh 1, rCAG binder 2, LEDGF integ inh -3 and TCR-CD3 inh 8.
Screening Cc1ccc(CN2CCN(Cc3ccc4ncccc4c3)CC2CCO)cc1 (stereo not given) returned UHRF1 MBD2 ctr -3, Rev-erbA mod 4, HTRA1 inh -4, PG9 Ab binder -4.1, PRMT1 inh 1, ABHD4 inh 1, MBD2 DNA inh -2, rCAG binder -8, LEDGF integ inh 3 and TCR-CD3 inh -4.
`CC(C)NC(=O)NC(=O)CSc1ncccn1` gave UHRF1 MBD2 ctr -1, Rev-erbA mod -1, HTRA1 inh 13, PG9 Ab binder -0.4, PRMT1 inh -3, ABHD4 inh 2, MBD2 DNA inh 0, rCAG binder -2, LEDGF integ inh -6 and TCR-CD3 inh -9.
`COc1ccc(CN2C[C@H]3CON(C)[C@H]3C[C@H]2c2ccc(-c3ccccc3)cc2)cc1` gave UHRF1 MBD2 ctr 0, Rev-erbA mod 1, PG9 Ab binder 0.5, PRMT1 inh 4, ABHD4 inh -12, MBD2 DNA inh 1, rCAG binder 7, LEDGF integ inh -3 and TCR-CD3 inh 2.
Nc1c(-c2cccs2)nc2ccccn12 was read as UHRF1 MBD2 ctr -4, Rev-erbA mod 2, PG9 Ab binder -0.5, PRMT1 inh 5, ABHD4 inh 10, MBD2 DNA inh -1, rCAG binder 0, LEDGF integ inh 1 and TCR-CD3 inh -3.
`COc1ccc(NC(=O)CSC2=C(C#N)C(c3ccco3)C3=C(CCCC3=O)N2)c(OC)c1` (stereo not given) gave UHRF1 MBD2 ctr -1, Rev-erbA mod -1, HTRA1 inh 0, PG9 Ab binder -2.0, PRMT1 inh 5, ABHD4 inh 4, MBD2 DNA inh -5, rCAG binder 3, LEDGF integ inh -2 and TCR-CD3 inh 5.
Nc1nonc1-n1nnc(C(=O)N/N=C/c2ccc(Br)cc2)c1CN1CCOCC1 was read as UHRF1 MBD2 ctr 0, Rev-erbA mod 0, HTRA1 inh 3, PG9 Ab binder 0.4, PRMT1 inh 1, ABHD4 inh 3, MBD2 DNA inh 6, rCAG binder -1, LEDGF integ inh -3 and TCR-CD3 inh -3.
CC(C)C[C@H]1CN(CCCC[C@H]2CNC(=O)C(=O)N2Cc2ccccc2)C(=O)C(=O)N1CCc1ccc(O)cc1 was read as UHRF1 MBD2 ctr 0, Rev-erbA mod -6, PG9 Ab binder 0.4, PRMT1 inh -2, ABHD4 inh 1, MBD2 DNA inh -3, rCAG binder 0, LEDGF integ inh 2 and TCR-CD3 inh -1.
Screening CN(C)CCN1CCN(C2CN(C3CCCC3)S(=O)(=O)C2)CC1 (stereo not given) returned UHRF1 MBD2 ctr 3, Rev-erbA mod 5, PG9 Ab binder -1.0, PRMT1 inh -2, ABHD4 inh 8, MBD2 DNA inh 1, rCAG binder 0, LEDGF integ inh -1 and TCR-CD3 inh -7.
Screening COc1cccc2c1OC1(C)CC2/C(=C(\C)O)C(=O)N1 (stereo not given) returned UHRF1 MBD2 ctr 0, Rev-erbA mod 3, HTRA1 inh 2, PG9 Ab binder 1.1, PRMT1 inh 2, ABHD4 inh 3, MBD2 DNA inh 5, rCAG binder -6, LEDGF integ inh -2 and TCR-CD3 inh -4.
For Cc1nnc(SC(C)C(=O)Nc2ccc(Cl)cn2)n1Cc1ccccc1 (stereo not given) the results were UHRF1 MBD2 ctr 1, Rev-erbA mod 4, HTRA1 inh 0, PG9 Ab binder -0.5, PRMT1 inh -4, ABHD4 inh -3, MBD2 DNA inh 8, rCAG binder -8, LEDGF integ inh -1 and TCR-CD3 inh 3.
For CCCCNc1c(-c2cccc(SC(C)CC)c2)nc2ccc(Cl)cn12 (stereo not given) the results were UHRF1 MBD2 ctr 0&-2, Rev-erbA mod -3&1, HTRA1 inh -1, PG9 Ab binder -0.6&-0.9, PRMT1 inh 1&2, ABHD4 inh 9&3, MBD2 DNA inh -1&-5, rCAG binder -1&5, LEDGF integ inh 12&3 and TCR-CD3 inh 2&11.
`O=C(CN1CCN(C(=O)c2ccccc2Cl)CC1)Nc1cccc(S(=O)(=O)N2CCCC2)c1` gave UHRF1 MBD2 ctr 4, Rev-erbA mod -2, HTRA1 inh -6, PG9 Ab binder 2.4, PRMT1 inh 2, ABHD4 inh 2, MBD2 DNA inh 3, rCAG binder 5, LEDGF integ inh -5 and TCR-CD3 inh -3.
For CCN(CC)c1nc(C(F)(F)F)nc2c1nnn2Cc1ccccc1 the results were UHRF1 MBD2 ctr 39*, Rev-erbA mod -1, HTRA1 inh -8, PG9 Ab binder -1.5, PRMT1 inh 1, ABHD4 inh 5, MBD2 DNA inh 4, rCAG binder -5, LEDGF integ inh -4 and TCR-CD3 inh -3.
For CCNC(=O)CSc1nnc(-c2cccs2)o1 the results were UHRF1 MBD2 ctr -2, Rev-erbA mod 2, HTRA1 inh -2, PG9 Ab binder -1.6, PRMT1 inh 0, ABHD4 inh -4, MBD2 DNA inh -1, rCAG binder 0, LEDGF integ inh 3 and TCR-CD3 inh 9.
For COc1cccc(/C=C/C(=O)OCC(=O)c2ccc(S(=O)(=O)N3CCCCC3)cc2)c1OC the results were UHRF1 MBD2 ctr 1, Rev-erbA mod 6, HTRA1 inh -12, PG9 Ab binder -3.8, PRMT1 inh 1, ABHD4 inh -3, MBD2 DNA inh 1, rCAG binder 12, LEDGF integ inh 4 and TCR-CD3 inh 5.
COc1cccc(-c2cnc3c(NC=O)cc(-c4cc(C)c(O)c(C)c4)cn23)c1 was read as UHRF1 MBD2 ctr -7, Rev-erbA mod 2, PG9 Ab binder -0.9, PRMT1 inh 6, ABHD4 inh -2, MBD2 DNA inh 0, rCAG binder 18, LEDGF integ inh 0 and TCR-CD3 inh -3.
`CC(=O)c1sc(NC(=O)CCCOc2ccc(Cl)cc2)nc1C` gave UHRF1 MBD2 ctr -3, Rev-erbA mod 15*, HTRA1 inh -4, PG9 Ab binder 6.5, PRMT1 inh -2, ABHD4 inh -2, MBD2 DNA inh 4, rCAG binder 1, LEDGF integ inh 1 and TCR-CD3 inh 2.
COc1ccc(S(=O)(=O)N2CCN(C3CC4CCC3C4)CC2)cc1 (stereo not given) was read as UHRF1 MBD2 ctr 0, Rev-erbA mod 8, HTRA1 inh 0, PG9 Ab binder 1.0, PRMT1 inh -3, ABHD4 inh 9, MBD2 DNA inh 3, rCAG binder -7, LEDGF integ inh 0 and TCR-CD3 inh 2.
For Cc1cc(C)c2nc(N3CCC(C(=O)NCCCN4CCCCC4)CC3)sc2c1 the results were UHRF1 MBD2 ctr 3, Rev-erbA mod 0, HTRA1 inh 12, PG9 Ab binder 0.2, PRMT1 inh -1, ABHD4 inh 4, MBD2 DNA inh -4, rCAG binder -6, LEDGF integ inh 1 and TCR-CD3 inh -4.
For C#CCNC(=O)C[C@@H]1C(=O)N(Cc2ccc(OC)cc2)C2=CCN(C(=O)OC(C)(C)C)C[C@]21C(=O)OCC the results were UHRF1 MBD2 ctr 1, Rev-erbA mod 3, PRMT1 inh -1, ABHD4 inh 11, MBD2 DNA inh -2, rCAG binder 2 and LEDGF integ inh -1.
`CCCC[C@@H]1CNC(=S)N1CC1CCCCC1` gave UHRF1 MBD2 ctr 0, Rev-erbA mod 3, HTRA1 inh -6, PG9 Ab binder -0.5, PRMT1 inh -1, ABHD4 inh -6, MBD2 DNA inh 1, rCAG binder -7, LEDGF integ inh -1 and TCR-CD3 inh 4.

Compound activity deposited in PubChem by several laboratories.
